Screening data as filed in PubChem.
Eya2 phos inh = inhibitors of human Eya2 phosphatase activity | O00167 | recombinant Eya2, OMFP fluorescence dephosphorylation (OMFP is methylfluorescein phosphate) | Potency, µM (titrated, usually from 76.9 µM), for the others: at the highest dose activity, negative = inhibition, most hits filed as inhibitors | actives 0.006% (n = 330,000); further: potency means the concentration at half of the fitted maximal effect
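Eya2 protein (added as 0.2 uM solution) was preincubated with compound for 10 min at ambient temperature in 50 mM HEPES pH 7.5, 50 mM NaCl, 5 uM MgCl2, 0.05% BSA, 1 mM DTT. OMFP (added at 50 uM) then reacted 10 min; fluorescence read at 485/525 nm.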
USP2a inh = USP2a (human) protease inhibition. Potency, µM (highest dose often 38.3 µM), for inactives: at the highest dose activity change, negative = inhibition, actives largely listed as inhibitors. actives 0.01% (n = 330,000). USP2 core, Ub-CHOP2 coupled fluorogenic reporter, 485/531. O75604. AID 463254;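 further: potency means the concentration at half of the fitted maximal effect; plate controls were DMSO wells for no effect and full inhibition by NEM control for full effect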
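Deubiquitinase activity read as fluorescence (485/531 nm) after Ub-CHOP2 cleavage activates the enterokinase reporter on its substrate; USP2 core 10nM, Ub-CHOP2 and substrate 25nM each, 30min compound preincubation then 60min RT; data normalized to NEM, curves fitted.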
uPA surface inh = blocks generation of uPA at the cell surface; cell surface uPA generation assay, qHTS; actives 0.31% (n = 330,000); Potency, µM (titrated, usually from 38.3 µM), without a hit: at the highest dose activity change, negative = inhibition, usual class: inhibitors; AID 540303; active means well fitted inhibition curve with a large enough effect; inconclusive means small, poorly fitted or top-dose-only effect; inactive means no such curve, though single readings can be large or run the other way; tested in mouse RAW 264.7 cells; further: potency means the concentration at half of the fitted maximal effect; nearly all actives have a fitted effect of over 55% in size
GALK inhibitor = galactokinase (human) inhibition. Potency, µM (titrated, usually from 57.5 µM), without a hit: top-dose activity change, negative = inhibition, hits mostly inhibitors. actives 0.007% (n = 270,000). AID 1868. P51570. Purified GALK, Kinase-Glo residual ATP luminescence; further: potency means the concentration at half of the fitted maximal effect
Target sequence (P51570 whole entry, looked up): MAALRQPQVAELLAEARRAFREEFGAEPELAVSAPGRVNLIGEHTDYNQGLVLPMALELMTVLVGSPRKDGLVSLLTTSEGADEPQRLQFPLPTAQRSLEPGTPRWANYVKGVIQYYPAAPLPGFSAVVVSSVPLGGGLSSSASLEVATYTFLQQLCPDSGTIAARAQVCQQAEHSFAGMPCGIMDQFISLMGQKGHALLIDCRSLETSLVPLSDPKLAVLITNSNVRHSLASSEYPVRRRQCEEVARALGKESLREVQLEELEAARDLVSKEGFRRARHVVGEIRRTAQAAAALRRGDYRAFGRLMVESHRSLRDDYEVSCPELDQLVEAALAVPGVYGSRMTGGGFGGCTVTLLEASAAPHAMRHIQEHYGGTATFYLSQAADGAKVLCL
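5 nM enzyme, 35 uM ATP, 100 uM galactose, 20 mM HEPES pH8.0, 5 mM MgCl2; 1 h RT; residual ATP by Kinase-Glo Plus luminescence, qHTS format.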
BCR signal inh = blocks chronic active B-cell receptor signaling; Potency, µM (doses to about 46.1 µM), for the others: top-dose ratio change, negative = lower green/red ratio, usual class: inhibitors; actives 0.05% (n = 340,000); ABC-DLBCL IkBa-CBG/CBR reporter, luminescence ratio, 4 h; AID 493014; active means well fitted inhibition curve with a large enough effect in the signal ratio, with a control signal flat, not every such curve was filed as active; inconclusive means small, poorly fitted or top-dose-only effect, or effect the other way, or a change in a side signal; the % refers to the signal ratio;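 further: potency means the concentration at half of the fitted maximal effect; plate controls were basal doxycycline-induced cells for no effect and cells given 10 µM MG132 for full effect; MG132 reads +100%, hits lower the ratio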
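Doxycycline induced both beetle luciferases in TMD8 lymphoma cells; IKK-driven degradation limits the IkappaBalpha-fused green signal, while red luminescence normalises for cell number and nonspecific effects. Compounds tested up to 46 uM, 4 hrs.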
PKM2 activator = activators of human pyruvate kinase M2. actives 0.34% (n = 260,000). AID 1631. P14618. Potency, µM (highest dose often 57.5 µM), for inactives: at the top dose activation, hits mostly activators. purified PKM2, Kinase-Glo ATP luminescence, activation; response scale: 0% is enzyme alone, no compound; further: potency means the concentration at half of the fitted maximal effect; nearly all actives have a fitted effect of over 55% in size
Target sequence (P14618 whole entry, looked up): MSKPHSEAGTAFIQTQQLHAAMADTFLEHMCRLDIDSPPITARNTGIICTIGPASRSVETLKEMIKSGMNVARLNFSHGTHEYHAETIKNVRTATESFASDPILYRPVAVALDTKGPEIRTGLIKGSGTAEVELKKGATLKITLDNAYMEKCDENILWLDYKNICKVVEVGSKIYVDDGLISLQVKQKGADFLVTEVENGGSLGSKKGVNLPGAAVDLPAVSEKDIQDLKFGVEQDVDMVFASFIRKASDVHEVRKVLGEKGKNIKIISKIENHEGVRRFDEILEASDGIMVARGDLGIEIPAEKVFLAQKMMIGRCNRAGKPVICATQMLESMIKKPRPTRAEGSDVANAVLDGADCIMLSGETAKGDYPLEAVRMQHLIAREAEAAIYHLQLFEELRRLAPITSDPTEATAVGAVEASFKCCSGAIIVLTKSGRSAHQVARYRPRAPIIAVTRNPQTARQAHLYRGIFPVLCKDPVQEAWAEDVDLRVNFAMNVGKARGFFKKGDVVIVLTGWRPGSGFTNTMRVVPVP
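Purified hPK-M2 (>95%) run at intermediate activity with 0.1 mM ADP and 0.5 mM PEP in 50 mM imidazole pH 7.2, KCl, MgCl2; 1 h room temperature. ATP formed read by Kinase-Glo luminescence; normalized to uninhibited and no-enzyme controls.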
Giardia killer = kills Giardia lamblia. Giardia lamblia trophozoite viability. activity change, % at 7.66 µM, hits read low. actives 0.15% (n = 340,000). AID 540267; in the data active means activity change below about -80%; inconclusive means between about -30% and that limit;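 further: parasites exposed to compound for two days anaerobically before the ATP read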
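Giardia lamblia trophozoites (100 cells/well) were incubated with compounds for 48 h at 37 deg C under anaerobic conditions. Viability was read as ATP content by one-step luminescence after 15-30 min at room temperature.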
FBPA coupling cs = counter-screen for Giardia aldolase inhibitors: coupling enzyme system. actives 0.67% (n = 290,000). activity change, negative = inhibition, % at 58.2 µM, hits read low. AID 2472. coupling enzyme system counterscreen, AmpLite Red fluorescence; in the data active means activity change below about -30%
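Counterscreen lacking aldolase: glyceraldehyde-3-phosphate coupling-enzyme reagent preincubated 10 min at RT with compound (at 57.5 uM final), then substrate/coupling system with AmpLite Red added; fluorescence read at 525/598 nm after 20 min RT.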
B2AR arrestin = recruits beta-arrestin to the human beta2-adrenergic receptor. P07550. beta-arrestin recruitment to beta2AR, cell-based reporter. Potency, µM (doses to about 46.1 µM), inactives show top-dose activation, usual class: activators. actives 0.02% (n = 330,000). AID 492947;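 further: potency means the concentration at half of the fitted maximal effect; 0% = DMSO controls and full agonism = EC100 isoproterenol or metaproterenol; nearly all actives have a fitted effect of over 65% in size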
hERG WT inh = blocks the wildtype human KCNH2 potassium channel. U2OS, BacMam KCNH2, thallium flux FluxOr; hits give low values. activity change, % at 1.84 µM. actives 0.37% (n = 340,000);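 active means maximum activity change below -70%; inconclusive means maximum activity change between -70% and -50%; inactive means maximum activity change above -50%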
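U2OS cells were transduced with wild-type KCNH2 virus (2.03 x 10^8 / mL) for 4 h at room temperature, then cultured overnight at 37 C. Thallium flux was read with FluxOr dye. Rate constants were normalized to DMSO controls.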
KCNH2 3.1 block = KCNH2 3.1 (human) potassium channel inhibition | activity change, % (tested at about 1.8 µM) | actives 0.95% (n = 340,000) | U2OS KCNH2 3.1, thallium flux FluxOr; hits give low values;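 active means maximum activity change below -70%; inconclusive means maximum activity change from -70% to -50%; inactive means maximum activity change above -50%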;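 further: thallium influx rate constant from kinetic fluorescence after stimulation buffer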
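Channel expression came from 3.1 mutant virus (1.77 x 10^8 /mL) applied to suspended U2OS cells for 4 h. Flux was tracked with FluxOr dye plus Red40 quencher, and kinetic rate constants normalized to controls.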
The depositor's hits bear a star; ? = inconclusive; . = not tested or not shown; & = joins results of further samples; [ ] = remark or other dose. Unless noted, the call rests on the fitted dose curve; in most records, active means well fitted curve in the direction sought with a large enough effect; inconclusive means small, poorly fitted or top-dose-only effect, or another doubt; inactive means no such curve, though single readings can be large; an effect the other way counts as inactive or inconclusive. Unless noted, on the % scale 0 is the no-effect control and ±100 the full control effect.

nr	SMILES	Eya2 phos inh	USP2a inh	uPA surface inh	GALK inhibitor	BCR signal inh	PKM2 activator	Giardia killer	FBPA coupling cs	B2AR arrestin	hERG WT inh	KCNH2 3.1 block
1	CC(=O)c1ccc(OCC(O)CN2CCCC(C)C2)cc1 (configuration not stated)	-9.0%	2.5%	-11.1%	1.5%	7.6%	10.8%	9.0	2.1	0.2%	-0.6	5.4
2	COc1ccc(/C(N)=N/OC(=O)CCCN2C(=O)c3ccccc3C2=O)cc1OC	1.8%	2.8%	5.0%	9.7%	5.2%	6.4%	-7.1	1.0	0.1%	0.6	-1.6
3	Cc1cc(C)c2c(CN3CCN(CCO)CC3)cc(=O)oc2c1	?	2.6%	-0.8%	-0.9%	4.2%	-2.9%	6.6	1.4	0.1%	-3.5	-5.9
4	Cc1nc2sc3c(NCc4ccco4)ncnc3c2c2c1COC(C)(C)C2	1.0%	2.7%	-2.4%	-0.1%	9.5%	14.5%	-2.4	-6.0	-1.5%	-3.1	-4.1
5	Cc1ccc(S(=O)(=O)CC(=O)Nc2nc(C(C)(C)C)cs2)cc1	-22.5%	0.7%	6.0%	1.8%	22.6%	.	8.1	-5.8	-0.8%	-9.1	-26.6
6	COc1ccccc1N1CCN(/N=C/c2cc(OC)c(O)c(OC)c2)CC1	3.2%	2.0%	3.1%	0.5%	-1.1%	-6.0%	-1.6	-6.6	-0.5%	-3.4	-2.7
7	Nc1nnc(SCc2coc(-c3ccc(Cl)cc3)n2)s1	-18.7%	-0.3%	-1.8%	0.5%	-3.2%	-3.1%	-12.6	0.9	0.1%	-7.7	8.4
8	CC1(C)CN(c2cccc(Br)c2)C1=O	-0.3%	1.3%	2.6%	10.1%	5.6%	.	-6.2	0.3	0.0%	-16.7	-17.7
9	CCOCCCn1cnc2c(c1=O)c1nc3ccccc3nc1n2-c1ccccc1	11.6%	0.0%	.	-0.1%	1.2%	-0.9%	0.7	0.3	-0.2%	10.2	-15.7
10	O=C(Cn1c(=O)[nH]c2ccccc2c1=O)Nc1ccc2c(c1)OCO2	-5.5%	3.5%	6.5%	-2.3%	-1.7%	.	-17.8	1.4	0.5%	-5.2	-14.2
11	COc1ccc(C(C(=O)NCC2CCCO2)N(C(=O)c2snc(C(N)=O)c2N)c2ccccc2)cc1OC (configuration not stated)	-7.1%	0.7%	-4.9%	13.0%	-1.9%	-1.7%	-8.1	-3.8	-0.3%	-10.8	7.3
12	Cc1noc(NS(=O)(=O)c2ccc(NC(=O)c3cc4ccccc4o3)cc2)c1C	-31.9%	3.8%	-3.7%	.	-1.9%	.	-16.4	.	-0.8%	4.6	0.6
13	Cc1ccc2c(c1)OC(=O)CC2c1ccccc1 (configuration not stated)	-7.2%	-2.4%	6.6%	-0.2%	?	2.9%	-10.9	-1.0	0.4%	2.1	3.3
14	O=C(CN1CCC(C(=O)c2ccc(F)cc2)CC1)Nc1ccccc1Cl	-8.8%	-10.3%	1.2%	-2.9%	15.0%	2.8%	2.3	0.8	0.3%	18.8	12.1
15	CC(OC(=O)c1ccc(Cl)cc1O)C(=O)NCCC1=CCCCC1 (configuration not stated)	-4.4%	-1.3%	1.2%	.	3.2%	.	-11.6	.	-0.8%	-4.8	8.7
16	Cc1cc(C(=O)NC2CCCc3c2cnn3-c2cccc(C)c2C)no1 (configuration not stated)	-6.7%	-2.9%	?	3.3%	-2.3%	2.2%	24.8	4.3	0.4%	1.5	-6.8
17	CSCC(=O)N1CCCC(C(=O)c2cc(F)ccc2F)C1 (configuration not stated)	4.1%	0.6%	-1.3%	-1.4%	0.2%	8.8%	-15.8	5.2	-0.4%	-28.3	5.1
18	C=CCC(Nc1ccccc1)C12C=CC(O1)C(C(=O)OC)=C2C(=O)OC (configuration not stated)	-3.0%	2.1%	-12.4%	0.2%	?	13.2%	-9.2	2.0	-0.5%	4.1	-2.7
19	Cc1cccc(C(=O)Nc2cccc(-c3ccc4nncn4n3)c2)c1	-5.9%	-5.2%	0.5%	-0.6%	-16.2%	-0.7%	-0.7	0.8	-0.6%	-0.7	1.0
20	O=C(COC(=O)c1ccccc1O)NCc1ccccc1Cl	6.9%	1.6%	1.5%	.	-0.4%	.	3.1	.	-0.2%	12.9	10.3
21	O=C(NCc1cccs1)C1CCC(CNS(=O)(=O)c2cccc3nsnc23)CC1 (configuration not stated)	17.2%	-1.2%	3.7%	2.8%	?	6.8%	14.9	1.9	0.5%	-1.9	8.0
22	CCOC(=O)Cc1c(C)nc2c(-c3ccccc3)c(C)[nH]n2c1=O	0.1%	-3.0%	5.5%	2.5%	3.4%	-11.6%	6.9	1.2	-0.7%	-6.7	12.6
23	Cc1ccccc1SCC(=O)OCC(=O)NCCNC(=O)COC(=O)CSc1ccccc1C	-5.0%	-11.8%	-1.3%	.	-3.3%	.	-5.4	.	-0.1%	-4.2	-3.6
24	CCOC(=O)c1ccc(N2CCN(c3ccccc3F)CC2)c(NC(=O)Nc2cccc(OC)c2)c1	0.3%	0.2%	1.4%	.	-0.1%	-3.3%	2.8	-2.6	3.4%	-3.5	5.9
25	COc1ccc(NC(=O)NNC(=O)c2cc3ccccc3cc2O)cc1	13.9%	2.8%	-1.4%	1.8%	6.0%	0.1%	16.4	1.8	-1.0%	1.9	7.2
26	COC(=O)C(CCSC)NC(=O)c1cc2c(n(-c3ccccc3)c1=O)CC(C)(C)CC2=O (configuration not stated)	2.4%	-3.8%	-1.3%	1.7%	1.0%	1.2%	-18.0	0.9	-1.6%	-3.7	4.2
27	O=C(O)C(C(=O)Oc1ccccc1)C(C(=O)O)C(=O)Oc1ccccc1 (configuration not stated)	-9.1%	0.7%	3.0%	.	-8.8%	.	-27.1	.	-0.2%	1.4	1.1
28	COc1ccccc1-n1c(SCC(=O)Nc2cc(C)on2)nc2c(c1=O)SCC2	6.4%	2.0%	7.8%	-3.6%	-0.3%	-23.2%	-8.2	-9.3	-0.1%	-7.0	6.5
29	COc1cccc(CN2CCN(CCc3ccccc3)C(CCO)C2)c1OC (configuration not stated)	-9.9%	-6.1%	?	2.8%	-1.5%	-1.3%	1.7	3.2	-0.1%	11.9	13.6
30	Cc1ccc(C(=O)N/C(=C\c2cccs2)C(=O)NCCc2ccccn2)cc1C	3.1%	-0.8%	-4.8%	-1.4%	-1.4%	-1.7%	-8.4	5.6	0.4%	3.9	3.0
31	CC(C)OCCCNC(=O)c1ccncc1	-1.0%	-0.5%	-9.2%	-1.9%	-3.0%	-20.5%	1.1	2.8	0.0%	6.0	38.5
32	CCCNC(=O)c1ccc(N2CCC3(CC2)CC(c2cccc(Br)c2)=NO3)c(NC(=O)c2ccccc2)c1	11.9%	-0.8%	10.8%	.	-1.8%	.	-9.5	.	0.2%	-36.7	-41.8
33	O=C(COC(=O)c1ccc(Cl)cc1O)Nc1cccnc1Cl	2.1%	4.5%	0.7%	0.7%	?	-1.8%	0.2	2.5	0.2%	0.4	-1.0
34	CN(Cc1ccccc1)c1ccc(C(CC(N)=O)NC(=O)c2ccccc2)cc1[N+](=O)[O-] (configuration not stated)	-12.8%	-3.7%	10.2%	.	-8.8%	11.3%	-6.5	1.2	-1.0%	-5.8	29.0
35	COc1ccc(OC)c(S(=O)(=O)N2CCN(Cc3ccccc3)CC2)c1	-4.5%	1.1%	42.5%[activator]	0.0%	-5.8%	3.0%	18.8	0.7	-0.7%	-0.4	0.8
36	CC/C(=N\O)c1c(O)c2c(n(-c3ccccc3)c1=O)CCCC2	8.6%	3.4%	1.9%	0.9%	?	-3.9%	5.1	-3.2	0.2%	1.0	2.9
37	Fc1cccc(/C=N/N=C/c2cccc(F)c2)c1	4.7%&1.4%	-0.4%	9.1%	-0.9%	?	-4.3%	1.5	-0.5	0.2%	-11.2	6.5
38	Nc1nnc(SCC(=O)Nc2cccc(S(=O)(=O)N3CCOCC3)c2)s1	14.4%	-0.3%	3.8%	.	-12.8%	.	-11.2	.	-1.0%	2.1	16.9
